Source: PubChem (The Scripps Research Institute Molecular Screening Center)
CHRM1 PAM: positive allosteric modulators of human M1 muscarinic receptor. P11229. CHO-K1 hM1, Fluo-8 calcium fluorescence, ACh EC20; 0% = ACh EC20, 100% = maximal ACh. activation, % at 3 µM. hit rate 0.088% among 360,000; in the data active means activation above about 19%, passing the limit was not always enough
OXTR ag: agonists of human oxytocin receptor; hit rate 0.32% among 320,000; activation, % at 3 µM; P30559; CHO-OTR cells, Fluo-8 calcium fluorescence; normalized: DMSO 0%, oxytocin 100%;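 active means activation above the mean of all tested compounds plus 3 SD, cutoff set per screening run, cut at about 20% in these data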;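 further: peak over basal fluorescence ratio from a 100 s FLIPR kinetic read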
Target sequence (P30559 whole entry, looked up): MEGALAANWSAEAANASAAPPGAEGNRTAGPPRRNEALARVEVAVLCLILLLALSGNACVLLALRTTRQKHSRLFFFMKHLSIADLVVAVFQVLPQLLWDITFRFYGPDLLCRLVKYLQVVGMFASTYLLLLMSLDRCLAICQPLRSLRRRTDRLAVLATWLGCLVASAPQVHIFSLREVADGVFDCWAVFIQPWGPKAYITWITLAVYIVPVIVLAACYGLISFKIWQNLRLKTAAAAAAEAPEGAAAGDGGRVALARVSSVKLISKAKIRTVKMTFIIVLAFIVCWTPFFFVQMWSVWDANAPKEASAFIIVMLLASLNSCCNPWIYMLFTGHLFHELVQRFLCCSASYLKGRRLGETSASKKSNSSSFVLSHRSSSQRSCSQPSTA
M1 ag: activates human CHRM1 receptor | CHO-K1 hM1, Fluo-8 calcium fluorescence, agonist mode; 0% DMSO, 100% acetylcholine EC100 | AID 588814 | hit rate 0.33% among 360,000 | activation, % at 3 µM;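 active means activation above the run's mean compound activation plus 3 SD, cut at about 16% in these data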;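 further: peak over basal fluorescence ratio within a 140 s kinetic read after compound addition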
V1R ag counter: counter-screen for oxytocin receptor agonists: human V1a receptor agonists; CHO-V1R cells, Fluo-8 calcium fluorescence, agonist mode; 0% DMSO, 100% 3 nM vasopressin; P37288; hit rate 0.25% among 320,000; activation, % at 3 µM;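 active means activation above the mean activation of all tested compounds plus 3 SD, per screening run, cut at about 20% in these data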;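 further: signal is peak over basal fluorescence ratio across a 100 second FLIPR read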
Target sequence (P37288 whole entry, looked up): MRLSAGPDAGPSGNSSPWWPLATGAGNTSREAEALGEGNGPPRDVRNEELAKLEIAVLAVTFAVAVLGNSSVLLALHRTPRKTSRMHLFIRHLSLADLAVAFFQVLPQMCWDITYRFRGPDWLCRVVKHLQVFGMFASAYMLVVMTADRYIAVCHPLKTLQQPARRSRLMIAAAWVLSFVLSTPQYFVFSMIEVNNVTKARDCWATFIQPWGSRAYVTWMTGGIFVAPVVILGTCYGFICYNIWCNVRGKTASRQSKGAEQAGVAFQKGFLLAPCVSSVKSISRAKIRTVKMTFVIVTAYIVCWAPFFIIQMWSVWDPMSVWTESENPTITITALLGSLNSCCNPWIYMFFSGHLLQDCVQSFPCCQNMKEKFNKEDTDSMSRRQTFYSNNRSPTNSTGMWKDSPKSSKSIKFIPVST
CHO parental Ca: signal in parental CHO cells, OX1R antagonist counter-screen. parental CHO-K1, ATP-induced calcium, Fluo-8 fluorescence. inhibition, % at 5.6 µM. hit rate 0.63% among 330,000;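 active means inhibition above that plate's mean sample inhibition plus 3 SD, cut at about 26% in these data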;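 further: 0% = ATP-challenged DMSO wells and 100% = DMSO wells without ATP; some compounds past the cut are filed as inactive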
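Measured by: calcium-sensitive Fluo-8 fluorescence / Test system: CHO parental line / Controls: ATP-challenged DMSO wells low, unchallenged DMSO wells high / Measure: % inhibition / Compound: single nominal dose of 5.6 µM per compound / Replicates: single well per compound, no replicates / Reagent: ATP as calcium-mobilizing challenge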
TAAR1 antagonist: human TAAR1 antagonism; CHO RD-HGA16 TAAR1, Fluo-8 calcium fluorescence, antagonist; AID 624466; Q96RJ0; inhibition, % at 3 µM; hit rate 1.5% among 360,000;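 active means inhibition above a per-plate cutoff, the mean inhibition of test compounds on that plate plus 3 SD, cut at about 49% in these data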;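 further: 0% = DMSO plus EC80 beta-PEA response and 100% = DMSO alone without agonist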
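Test system: hTAAR1-expressing CHO RD-HGA16 cells, Gα16-coupled; Probe or stimulus: EC80 β-phenethylamine stimulus; Compound dosing: single nominal final test compound concentration of 3 µM; Timing: 140 s kinetic read after compound, 140 s after agonist; Signal: Fluo-8 calcium-sensitive fluorescence; Measure: % inhibition of agonist calcium response; Controls: DMSO and EC80 PEA controls.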
OXTR potentiator: human OXTR potentiation; P30559; CHO-OTR cells, Fluo-8 calcium fluorescence, potentiator mode; 0% = oxytocin EC15, 100% = EC100; activation, % at 3 µM; hit rate 0.061% among 320,000; AID 2445;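 active means activation above that plate's cutoff, the mean activation of tested compounds plus 3 SD, cut at about 6.6% in these data, passing the limit was not always enough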;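 further: 100% uses oxytocin at 75 nM as the full agonist control; some results filed as inactive read as strong as hits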
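System: human OTR in CHO cells / Also added: sub-maximal oxytocin, roughly EC15 / Control set: EC15 oxytocin low, 75 nM oxytocin high / Schedule: 6 min compound pre-incubation at room temperature, 100 s kinetic read / Compound: single-point 3.0 µM / Replication: singlicate / Technique: Fluo-8 calcium dye fluorescence / Read-out basis: % activation of max/min ratio relative to oxytocin controls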
TAAR1 ag: agonists of human TAAR1 | activation, % at 3 µM | AID 624467 | hit rate 0.99% among 360,000 | CHO RD-HGA16 TAAR1, Fluo-8 calcium fluorescence; vehicle wells 0%, saturating PEA agonist 100% | Q96RJ0;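 active means activation above the mean activation of all test compounds in the run plus 3 SD, cut at about 38% in these data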
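Assay system: CHO-derived RD-HGA16 cells with stable Gα16 and human TAAR1; timing: 17-24 h seeding, 75 min 37 °C dye, 30 min RT; read-out: % activation from peak over basal fluorescence ratio, DMSO-to-PEA scaled; measured by: kinetic Fluo-8 calcium fluorescence; benchmarks: low control DMSO, high control PEA (EC100); doses: 3 µM single concentration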
CHRM1 antagonist: antagonists of human M1 muscarinic receptor | AID 588852 | P11229 | CHO-K1 hM1, Fluo-8 calcium fluorescence, ACh EC80 antagonist | inhibition, % at 3 µM | hit rate 1.3% among 360,000;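 active means percent inhibition above its own plate's cutoff, namely the mean of that plate's compound wells plus 3 SD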;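 further: peak over basal fluorescence ratio during 140 s after agonist addition; 0% = ACh EC80 plus DMSO and 100% = DMSO alone without agonist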
Starred values were filed as active, the others as inactive. Random draw from the library (roughly 3.7% active in at least one column).

The first 2 records, to show the layout:
`CC1CCC2(CC1)Nc1ccccc1C(=O)N2c1ccccc1` (stereo not given) gave CHRM1 PAM 0, OXTR ag 0.1, M1 ag -4, V1R ag counter 0.1, CHO parental Ca -8, TAAR1 antagonist -3, OXTR potentiator -3, TAAR1 ag 1 and CHRM1 antagonist -1.
`CC1CCN(C(=O)CSc2nnc(CNC(=O)c3c(F)cccc3F)o2)CC1` gave CHRM1 PAM 5, OXTR ag -1.2, M1 ag -2, V1R ag counter 1.9, CHO parental Ca -10, TAAR1 antagonist 6, OXTR potentiator -7, TAAR1 ag 2 and CHRM1 antagonist -1.

This part in full, from the start:
`CC1CCC2(CC1)Nc1ccccc1C(=O)N2c1ccccc1` (stereo not given) gave CHRM1 PAM 0, OXTR ag 0.1, M1 ag -4, V1R ag counter 0.1, CHO parental Ca -8, TAAR1 antagonist -3, OXTR potentiator -3, TAAR1 ag 1 and CHRM1 antagonist -1.
`CC1CCN(C(=O)CSc2nnc(CNC(=O)c3c(F)cccc3F)o2)CC1` gave CHRM1 PAM 5, OXTR ag -1.2, M1 ag -2, V1R ag counter 1.9, CHO parental Ca -10, TAAR1 antagonist 6, OXTR potentiator -7, TAAR1 ag 2 and CHRM1 antagonist -1.
`O=C(C1=C[C@H](c2ccc(Br)cc2)C[C@H](OCCCCO)O1)N1CCN(Cc2ccc3c(c2)OCO3)CC1` gave CHRM1 PAM 4, OXTR ag 3.4, M1 ag -1, V1R ag counter 2.8, CHO parental Ca -30, OXTR potentiator -13 and CHRM1 antagonist -6.
CCS(=O)(=O)NCC(c1ccco1)N1CCN(c2ccccc2F)CC1 (stereo not given) was read as CHRM1 PAM 10, OXTR ag 1.6, M1 ag -1, V1R ag counter 0.1, CHO parental Ca -19, TAAR1 antagonist -19, OXTR potentiator -3, TAAR1 ag 1 and CHRM1 antagonist -9.
Screening CC1N(C)c2cc(NC(=O)c3ccco3)ccc2C1(C)C (stereo not given) returned CHRM1 PAM -11, OXTR ag 2.8, M1 ag -2, V1R ag counter 3.5, CHO parental Ca 4, TAAR1 antagonist 12, OXTR potentiator -10, TAAR1 ag 12 and CHRM1 antagonist 16.
For CC(=O)Nc1ccc(S(=O)(=O)NCc2ccccn2)cc1 the results were CHRM1 PAM 5, OXTR ag -1.0, M1 ag -6, V1R ag counter 0.2, CHO parental Ca 0, TAAR1 antagonist 2, OXTR potentiator -5, TAAR1 ag 2 and CHRM1 antagonist -10.
`O=C(NCCCc1ccccc1)C1CCN(S(=O)(=O)c2ccc(F)cc2)CC1` gave CHRM1 PAM 1, OXTR ag -0.3, M1 ag -1, V1R ag counter 6.6, CHO parental Ca -9, TAAR1 antagonist -5, OXTR potentiator -1, TAAR1 ag 8 and CHRM1 antagonist -2.
Cc1ccc(C(=O)N/C(=C\c2cn(C)c3ccccc23)C(=O)NCCN2CCOCC2)cc1 was read as CHRM1 PAM 0, OXTR ag 0.1, M1 ag -2, V1R ag counter 0.6, CHO parental Ca -3, TAAR1 antagonist 1, OXTR potentiator -11, TAAR1 ag 0 and CHRM1 antagonist 3.
For CS(=O)(=O)NCCOc1ccc(S(=O)(=O)NCCOc2ccccc2)cc1 the results were CHRM1 PAM -10, OXTR ag 0.5, M1 ag -6, V1R ag counter 0.3, CHO parental Ca 14, TAAR1 antagonist -3, OXTR potentiator -14, TAAR1 ag 3 and CHRM1 antagonist 5.
CCC[C@@H](CN1CCC[C@H]1CN1C(N)=NC[C@@H]1Cc1ccccc1)N1C[C@@H](Cc2ccccc2)N(CCCC2CCCC2)C1=N was read as CHRM1 PAM -32, OXTR ag 2.5, M1 ag -10, V1R ag counter 2.5, CHO parental Ca -24, OXTR potentiator 2 and CHRM1 antagonist 33.
For COc1ccc(N2CCN(C(=O)COC(=O)c3cc(S(=O)(=O)N(C)C)ccc3N3CCCC3)CC2)cc1 the results were CHRM1 PAM 4, OXTR ag -0.2, M1 ag -7, V1R ag counter -0.4, CHO parental Ca -32, TAAR1 antagonist 3, OXTR potentiator -10, TAAR1 ag 0 and CHRM1 antagonist -9.
For Cc1ccc(CNC(=O)[C@@H](NC(=O)C2CCN(C(=O)[C@@H]3CCCN3)CC2)C(C)C)cc1 the results were CHRM1 PAM 4, OXTR ag -0.1, M1 ag -3, V1R ag counter 0.0, CHO parental Ca -9, TAAR1 antagonist -17, OXTR potentiator 0, TAAR1 ag 1 and CHRM1 antagonist -8.
For COc1cc(OC)c(NC(=O)c2ccc3c(SCC(=O)O)c4c(nc3c2)CCCC4)cc1Cl the results were CHRM1 PAM 5, OXTR ag -0.2, M1 ag -5, V1R ag counter -0.9, CHO parental Ca -17, TAAR1 antagonist -21, OXTR potentiator -14, TAAR1 ag 0 and CHRM1 antagonist -4.
Screening CCn1c(=O)n(CC)c2cc(S(N)(=O)=O)ccc21 returned CHRM1 PAM 6, OXTR ag 1.0, M1 ag -2, V1R ag counter 1.1, CHO parental Ca -13, TAAR1 antagonist 0, OXTR potentiator -3, TAAR1 ag 1 and CHRM1 antagonist -5.
Screening Cc1ccccc1C(=O)NC1CCN(C(=O)Nc2ccc(F)cc2)CC1 returned CHRM1 PAM 1, OXTR ag 1.4, M1 ag -6, V1R ag counter 1.3, CHO parental Ca -6, TAAR1 antagonist 7, OXTR potentiator 2, TAAR1 ag -5 and CHRM1 antagonist -4.
Nc1cc(=O)[nH]c(SCC(=O)Nc2ccc(Cl)c(Cl)c2)n1 was read as CHRM1 PAM 11, OXTR ag 1.4, M1 ag -4, V1R ag counter 0.3, CHO parental Ca 3, TAAR1 antagonist 1, OXTR potentiator 5, TAAR1 ag 5 and CHRM1 antagonist -4.
CC/C(CC(C)(C)c1ccccc1)=N\O was read as CHRM1 PAM 7, OXTR ag -1.3, M1 ag -3, V1R ag counter -1.6, CHO parental Ca 0, TAAR1 antagonist -27, OXTR potentiator -3, TAAR1 ag 2 and CHRM1 antagonist -4.
Screening Cc1ccc(COc2coc(CO)cc2=O)cc1 returned CHRM1 PAM 8, OXTR ag 0.3, M1 ag -2, V1R ag counter 0.4, CHO parental Ca 5, TAAR1 antagonist -21, OXTR potentiator 1, TAAR1 ag 4 and CHRM1 antagonist -3.
For Cc1ccc(C(=O)N(CCC2=CCCCC2)c2c(N)n(Cc3ccccc3)c(=O)[nH]c2=O)o1 the results were CHRM1 PAM 8, OXTR ag -0.5, M1 ag -3, V1R ag counter -0.1, CHO parental Ca -9, TAAR1 antagonist -14, OXTR potentiator -5, TAAR1 ag 3 and CHRM1 antagonist -10.
For CC1=C[C@H]2OC(=O)[C@@H](C)[C@H]2C[C@@H]2[C@H]1C[C@@H](O)[C@@]2(C)O the results were CHRM1 PAM 11, OXTR ag 0.4, M1 ag -3, V1R ag counter 0.6, CHO parental Ca -3, TAAR1 antagonist -6, OXTR potentiator 4, TAAR1 ag 0 and CHRM1 antagonist -5.
Screening COc1ccc(C2Nc3ccccc3C(=O)N2Cc2ccco2)cc1COc1ccccc1F (stereo not given) returned CHRM1 PAM 0, OXTR ag -1.8, M1 ag -4, V1R ag counter -0.6, CHO parental Ca 5, TAAR1 antagonist 18, OXTR potentiator -10, TAAR1 ag 1 and CHRM1 antagonist -1.
For CCOC(=O)C1CCN(C(=O)CN2C(=O)NC3(CCCCC3)C2=O)CC1 the results were CHRM1 PAM 5, OXTR ag 0.8, M1 ag -3, V1R ag counter -0.1, CHO parental Ca -1, TAAR1 antagonist -6, OXTR potentiator -5, TAAR1 ag 2 and CHRM1 antagonist -8.
For COc1ccc(-c2nnc(SCc3cccc(C)c3)n2N)cc1 the results were CHRM1 PAM -1, OXTR ag 0.4, M1 ag -5, V1R ag counter -0.4, CHO parental Ca -8, TAAR1 antagonist -1, OXTR potentiator 1, TAAR1 ag 8 and CHRM1 antagonist 5.
C/C(=N\NC(=S)NC1CCCCC1)c1ccc(OC(F)F)cc1OC(F)F was read as CHRM1 PAM -6, OXTR ag -1.1, M1 ag -7, V1R ag counter 0.8, CHO parental Ca 41*, TAAR1 antagonist 23, OXTR potentiator -11, TAAR1 ag 0 and CHRM1 antagonist 9.
Screening COc1ccc(OC)c(NS(=O)(=O)c2c(C(=O)N3CCCCCC3)c(C)n(C)c2C)c1 returned CHRM1 PAM 7, OXTR ag -0.1, M1 ag 0, V1R ag counter 0.4, CHO parental Ca -26, TAAR1 antagonist -10, OXTR potentiator -3, TAAR1 ag -1 and CHRM1 antagonist -8.
Cc1ccc(CN2CCNC(=O)C2CC(=O)NC2CCCCCC2)cc1 (stereo not given) was read as CHRM1 PAM 8, OXTR ag -0.2, M1 ag -2, V1R ag counter -0.3, CHO parental Ca -25, TAAR1 antagonist -17, OXTR potentiator -12, TAAR1 ag 0 and CHRM1 antagonist -14.
For CC1CCN(C(=O)c2[nH]cnc2C(=O)NCc2ccc(CNC(=O)OC(C)(C)C)cc2)CC1 the results were CHRM1 PAM -12, OXTR ag 2.3, M1 ag -5, V1R ag counter 1.7, CHO parental Ca -30, TAAR1 antagonist 20, OXTR potentiator 1, TAAR1 ag 11 and CHRM1 antagonist 11.
`CCOc1ccccc1N(C(=O)Nc1cccc(Cl)c1)C1=NC(C)CS1` (stereo not given) gave CHRM1 PAM 7, OXTR ag 1.2, M1 ag -10, V1R ag counter 1.6, CHO parental Ca -8, TAAR1 antagonist 7, OXTR potentiator 1, TAAR1 ag 5 and CHRM1 antagonist -4.
Screening CCOc1ccc(S(=O)(=O)/N=C(/c2ccccc2)N(C)C)cc1 returned CHRM1 PAM 9, OXTR ag 0.8, M1 ag -4, V1R ag counter 0.2, CHO parental Ca -15, TAAR1 antagonist 5, OXTR potentiator 1, TAAR1 ag 0 and CHRM1 antagonist -8.
Cc1cc(C(=O)COC(=O)C2CCN(C(=O)c3ccc(Cl)cc3)CC2)c(C)n1CC1CCCO1 (stereo not given) was read as CHRM1 PAM -6, OXTR ag 2.8, M1 ag -4, V1R ag counter 4.5, CHO parental Ca -23, TAAR1 antagonist -3, OXTR potentiator -15, TAAR1 ag 2 and CHRM1 antagonist 8.
